SKN-1 block: suppressors of acrylamide-induced Pgst-4::GFP reporter in worms, primary screen, SKN-1 inhibitor project, whole organism, uHTS, GFP/RFP fluorescence ratio, strain VP596 | 360,000 tested, 0.49% active | inhibition, % at 21.8 µM | C. elegans VP596 Pgst-4::GFP/RFP ratio, 24 h;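 active = interference check ratio from 0.5 to 1.5 plus GFP to RFP signal ratio inhibition reaching or exceeding a fixed threshold, cut at about 30% in these data, passing the limit was not always enough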; note: some compounds called inactive have numbers as strong as hits
MT1-MMP act inh: blockers of MT1-MMP proenzyme processing, primary screen, HT1080 RFP-PRO-GFP cells, GFP/RFP fluorescence | Matrix metalloproteinase-14 (Homo sapiens), P50281 | GFP/RFP ratio fluorescence, overnight; percent of plate control window, DMSO zero | GFP/RFP ratio change, % at 20 µM | 360,000 tested, 0.061% active | AID 651647, 2012;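 active = GFP/RFP ratio change of at least 30% with cell ATP level not reduced by more than half and red fluorescence within 50% of control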; note: strong numbers were not always called active
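Assay system: HT1080 RFP-PRO-GFP cells. Benchmarks: DMSO vehicle wells and RFP-L50D-GFP reporter cell wells. Times: overnight cell settling, then overnight compound exposure, 37 °C, 5% CO2. Compound: 20 µM single dose, 1% DMSO. Read-out basis: GFP/RFP fluorescence ratio.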
NRP1-CendR mod: modulators of CendR peptide binding to NRP-1, primary screen, biochemical, fluorescence polarization, uHTS. FAM-RPARPAR peptide binding to NRP-1. inhibition, % at 25 µM. 360,000 tested, 0.85% active;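 active = inhibition or corrected inhibition above about 18%, plus a signal ratio from 0.5 to 1.5, limit read from the data, passing the limit was not always enough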; note: strong numbers were not always called active
Rin1 Abl inh: inhibitors of Rin1-Abl protein binding, primary screen, biochemical, TR-FRET. Tyrosine-protein kinase ABL1 (Homo sapiens) + Ras and Rab interactor 1 (Homo sapiens), …. inhibition, % at 7.35 µM. 360,000 tested, 0.4% active; in the data active = inhibition above about 5%, passing the limit was not always enough
FAS TE block: FAS thioesterase domain inhibitors, primary screen, biochemical, fluorescence intensity, uHTS; 360,000 tested, 0.67% active; Fatty acid synthase (Homo sapiens), P49327; inhibition, % at 15 µM; AID 602261, 2012; recombinant FAS-TE, OMFH fluorogenic substrate, fluorescence endpoint;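 active = compounds whose normalised, plate-corrected inhibition of enzyme fluorescence in the single-dose primary screen is 50% or more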;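 note: 0% = DMSO with enzyme and 100% = substrate without enzyme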
bovine MsrA act: bovine MsrA enzyme activators, primary screen, biochemical, absorbance, HTS | Methionine sulfoxide reductase A (Bos taurus) | purified bovine MsrA, absorbance read-out | activation, % at 10.6 µM | 360,000 tested, 0.3% active; in the data active = activation above about 7.5%;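 note: 0% = vehicle and 100% = reference activator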
MsrA inh: bovine MsrA enzyme inhibitors, primary screen, biochemical, absorbance, HTS; Methionine sulfoxide reductase A (Bos taurus); purified bovine MsrA, absorbance read-out; inhibition, % at 15.5 µM; 360,000 tested, 0.75% active; in the data active = inhibition above about 4.5%;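 note: 0% = vehicle wells with enzyme and 100% = reference inhibitor wells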
eLon inh: inhibitors of E. coli Lon protease, primary screen, biochemical, fluorescence polarization; P0A9M0; purified E. coli Lon protease; inhibition, % at 7.94 µM; 360,000 tested, 0.42% active; AID 602123, 2011; in the data active = inhibition above about 13%, passing the limit was not always enough;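 note: 0% = enzyme with probe and DMSO and 100% = no enzyme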
Target sequence (P0A9M0 whole entry, looked up): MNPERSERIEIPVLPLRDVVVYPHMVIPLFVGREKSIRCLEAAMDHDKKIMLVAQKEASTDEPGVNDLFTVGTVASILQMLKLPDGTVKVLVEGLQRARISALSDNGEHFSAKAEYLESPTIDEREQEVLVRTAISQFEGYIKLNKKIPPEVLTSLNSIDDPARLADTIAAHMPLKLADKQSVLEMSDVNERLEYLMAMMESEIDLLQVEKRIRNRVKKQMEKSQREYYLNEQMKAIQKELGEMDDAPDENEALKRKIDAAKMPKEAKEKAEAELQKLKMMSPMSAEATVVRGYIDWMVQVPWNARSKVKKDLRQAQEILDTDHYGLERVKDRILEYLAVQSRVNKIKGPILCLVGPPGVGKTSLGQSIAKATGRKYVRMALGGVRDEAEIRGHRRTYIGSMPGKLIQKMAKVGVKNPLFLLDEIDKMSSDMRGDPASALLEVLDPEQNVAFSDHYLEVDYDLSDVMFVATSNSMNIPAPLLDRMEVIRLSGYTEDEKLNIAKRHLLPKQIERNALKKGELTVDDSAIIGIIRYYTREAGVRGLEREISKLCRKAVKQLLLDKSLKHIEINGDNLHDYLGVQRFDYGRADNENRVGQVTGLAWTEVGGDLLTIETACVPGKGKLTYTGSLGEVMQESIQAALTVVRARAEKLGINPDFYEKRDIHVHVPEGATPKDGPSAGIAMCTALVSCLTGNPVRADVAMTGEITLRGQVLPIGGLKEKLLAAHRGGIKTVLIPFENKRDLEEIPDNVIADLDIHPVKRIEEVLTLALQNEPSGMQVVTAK
Neddyl block: inhibitors of cullin neddylation, primary screen, biochemical, TR-FRET, uHTS, NAE and Ubc12; NEDD8-conjugating enzyme Ubc12 (Homo sapiens) + NEDD8-activating enzyme E1 regulatory …; calls only at 25 µM; 360,000 tested, 0.58% active; AID 651699, 2012; in the data active = inhibition above about 36%
An asterisk follows results filed as active; i = inactive; / = not tested or not shown; + = active, no number.

Each structure is followed by: SKN-1 block | MT1-MMP act inh | NRP1-CendR mod | Rin1 Abl inh | FAS TE block | bovine MsrA act | MsrA inh | eLon inh | Neddyl block
O=C(COc1ccc(Cl)cc1Cl)Nc1cccnc1
    -7.5 | 3.8 | -7.4 | -3.6 | 0.7 | -6.6 | 0.1 | 10.3 | i
Nn1c(SCc2cc([N+](=O)[O-])cc3c2OCOC3)nnc1-c1cccnc1
    -7.2 | 5.1 | -9.6 | 2.9 | 6.1 | -4.0 | 0.9 | -3.0 | i
CN(C(=O)CSc1nnc(Nc2ccccc2)s1)c1c(N)n(Cc2ccccc2)c(=O)[nH]c1=O
    18.4 | 0.9 | -1.9 | 2.9 | -2.0 | -3.3 | 0.7 | -11.2 | i
Nc1nc(CCl)nc(N(c2ccccc2)c2ccccc2)n1
    6.9 | -13.7 | 1.2 | 0.9 | -1.9 | -0.8 | -1.1 | -3.5 | i
Cc1c(-n2cc(C(=O)c3ccccc3O)cc(C#N)c2=O)c(=O)n(-c2ccccc2)n1C
    1.7 | -14.4 | -13.1 | -1.3 | -11.4 | -5.1 | 2.5 | -28.4 | i
O=C(CC(C(=O)c1ccccc1)c1ccccc1)c1ccccc1 (stereo not drawn)
    11.5 | -2.0 | -5.5 | 2.0 | 25.9 | -1.2 | 1.1 | -7.7 | i
O=C(NC(=S)N1CCN(c2ccc([N+](=O)[O-])cc2)CC1)c1ccco1
    0.8 | 4.6 | -14.0 | 0.4 | 0.8 | -2.3 | 0.5 | -5.0 | i
COc1ccc(/C=N/NS(=O)(=O)c2ccc(F)cc2)cc1COc1cc(F)ccc1[N+](=O)[O-]
    1.0 | -3.4 | 5.2 | -0.4 | 12.8 | 0.3 | -0.1 | -1.4 | i
COCCN(Cc1nnc(-c2cccs2)o1)C(=O)c1cccc(S(=O)(=O)N2CCOCC2)c1
    2.5 | 2.8 | 15.6 | 0.5 | -3.9 | -2.4 | -0.4 | -6.9 | i
O=C(C[C@@H]1C/C=C\C[C@H](NC(=O)OCC2c3ccccc3-c3ccccc32)C(=O)O[C@H](c2ccccc2)CNC1=O)NCCO
    5.5 | 10.2 | 5.9 | 4.3 | -7.6 | -9.3 | 1.0 | -5.2 | i
CCc1nc(SCC(=O)N2c3ccccc3Sc3ccccc32)c2ccccc2n1
    -7.1 | -3.9 | -9.4 | -6.4 | 11.5 | -1.9 | 0.7 | -5.2 | i
CCOC(=O)C1=C(C)NC(=O)NC1C1CC=CCC1 (stereo not drawn)
    11.3 | -5.8 | -0.6 | 0.9 | -5.2 | 0.2 | -0.1 | 2.4 | i
CC(C)Cc1ccc(/C(=N/O)C(=O)O)s1
    -4.6 | 1.7 | -6.2 | 1.1 | -7.4 | -0.7 | -0.8 | -0.2 | i
Cc1cccc(C)c1-n1c(SCC(=O)Nc2ccc(C(=O)O)cc2)nnc1-c1cccc(S(=O)(=O)N(C)C)c1
    5.1 | -2.9 | -1.5 | 2.0 | 0.0 | -0.4 | -1.4 | 0.3 | i
Cc1cccc(NC(=S)N2CCN(S(C)(=O)=O)CC2)c1
    3.7 | 0.0 | 11.7 | -1.8 | -3.8 | -1.9 | 0.1 | 2.5 | i
O=C(COC(=O)c1cc(=O)c2ccccc2o1)NC1CCCCC1
    9.7 | 2.2 | -1.3 | -4.2 | 0.9 | -3.0 | 1.4 | -5.2 | i
O=C(CN1C(=O)C2CC=CCC2C1=O)N1CCN(c2ccc([N+](=O)[O-])cc2)CC1 (stereo not drawn)
    -4.8 | 2.0 | 9.6 | -2.5 | 2.2 | -2.0 | 1.4 | -7.2 | i
CCOC(=O)c1c(C)[nH]c(C(=O)COC(=O)[C@H](C)N2C(=O)C3CCCCC3C2=O)c1C (stereo partly drawn)
    20.1 | -0.4 | -0.9 | 0.0 | 2.4 | -0.9 | 0.8 | -2.4 | i
Cc1ccc(N2C(=O)C(Cl)=C(NCCO)C2=O)c(C)c1
    5.1 | 0.6 | -53.9 | 0.3 | 3.8 | 1.8 | 1.0 | -5.1 | i
COC(=O)c1sc2ccccc2c1NC(=O)c1cccs1
    1.7 | 5.9 | 10.5 | -7.2 | 6.4 | -5.4 | -0.1 | 5.5 | i

Full records, quoted from the list.
Shown for `Cc1cccc(C)c1-n1c(SCC(=O)Nc2ccc(C(=O)O)cc2)nnc1-c1cccc(S(=O)(=O)N(C)C)c1` = SKN-1 block: 5.1; MT1-MMP act inh: -2.9; NRP1-CendR mod: -1.5; Rin1 Abl inh: 2.0; FAS TE block: 0.0; bovine MsrA act: -0.4; MsrA inh: -1.4; eLon inh: 0.3; Neddyl block: i
Shown for `CC(C)Cc1ccc(/C(=N/O)C(=O)O)s1` = SKN-1 block: -4.6; MT1-MMP act inh: 1.7; NRP1-CendR mod: -6.2; Rin1 Abl inh: 1.1; FAS TE block: -7.4; bovine MsrA act: -0.7; MsrA inh: -0.8; eLon inh: -0.2; Neddyl block: i

(cont.)
Each structure is followed by: SKN-1 block | MT1-MMP act inh | NRP1-CendR mod | Rin1 Abl inh | FAS TE block | bovine MsrA act | MsrA inh | eLon inh | Neddyl block
O=C(Cc1ccccc1)Nc1ccc(C(=O)Nc2ccc(O)cc2)cc1
    12.7 | 5.7 | 15.6 | 0.8 | -9.7 | -2.8 | 0.3 | -2.1 | i
CCOC(=O)/C(C#N)=C1\C(=O)N(Cc2ccccc2)c2ccccc21
    -4.7 | -3.4 | 3.6 | -1.9 | 3.4 | -2.1 | -0.6 | 2.6 | i
Nc1cc(Cl)ccc1C(=O)OCC(=O)NCc1cccs1
    -20.8 | 0.2 | 1.2 | 1.6 | 13.4 | -4.9 | 1.0 | -2.3 | +
COc1ccc(NC(=O)CNC(=O)c2ccc([N+](=O)[O-])cc2)cc1
    2.1 | -0.5 | 10.4 | -1.1 | 0.9 | 2.0 | 0.8 | 0.4 | i
N#Cc1ccc(C(=O)NNC(=O)c2ccncc2)cc1
    15.7 | -0.1 | 0.3 | 0.9 | -5.5 | -3.2 | 0.1 | -3.4 | i
COc1cccc(-c2nnc3sc(-c4ccccc4)nn23)c1
    4.0 | -4.0 | 5.0 | -3.7 | -7.8 | -0.2 | 2.0 | 7.5 | i
Cc1[nH]c2c(C)cccc2c1CN1CCC(CO)(Cc2ccccc2)CC1
    0.7 | -0.2 | -10.8 | -1.6 | -0.4 | -7.4 | -1.2 | 0.4 | i
CCN(CC)S(=O)(=O)c1ccc(C(=O)N2CCN(C3=NS(=O)(=O)c4ccccc43)CC2)cc1
    3.3 | -8.7 | -0.8 | -0.5 | -6.2 | -5.8 | 0.2 | 11.9 | i
COc1ccc(Nc2nc(C)cc(C)c2C#N)cc1OC
    17.1 | -6.8 | -8.6 | -5.9 | -0.1 | -1.9 | 0.2 | 7.5 | i
CN(CC(=O)Nc1ccc(F)cc1Cl)Cc1cccs1
    -1.6 | -3.6 | -1.0 | 4.1 | 7.8 | -3.3 | -0.2 | 3.2 | i
COc1ccc(CCN2CCCC(CN(C)Cc3cc(Cl)c(O)c(OC)c3)C2)cc1 (stereo not drawn)
    11.0 | 0.5 | -0.2 | 1.5 | -0.1 | -1.6 | 0.1 | 1.8 | i
CCCn1c(N)c(C(=O)CSc2nnc(-c3ccco3)n2Cc2ccccc2)c(=O)[nH]c1=O
    -4.7 | -2.2 | -6.9 | 1.1 | -7.8 | -5.9 | 0.7 | -4.8 | i
Cc1ccc(/C=N/NC(=O)COc2ccccc2-c2ccccc2)cc1
    -0.4 | 15.9 | -7.3 | -1.4 | 8.2 | -2.4 | -0.3 | 3.7 | i
COCc1nnc(SCC(=O)NCc2ccccc2)n1-c1ccccc1
    3.2 | -1.8 | -20.1 | -0.9 | -10.0 | -1.8 | -1.6 | -5.9 | i
CCOC(=O)C1=C(C)NC(=S)NC1c1ccc(OC(=O)c2ccco2)cc1 (stereo not drawn)
    3.1 | 3.4 | 0.6 | 1.1 | 3.7 | -4.4 | -0.2 | 3.2 | i
CCc1ccc(CN2CCC(Oc3ccc(C(=O)NCc4ccccn4)cc3)CC2)o1
    2.1 | -0.6 | 18.4 | -1.8 | -2.6 | -1.6 | -0.7 | -7.0 | i
CCOc1ccc(CN(C)C(=O)c2cccnc2OCC)cc1OC
    -2.2 | 1.0 | 0.3 | 2.6 | -3.6 | -4.8 | -0.8 | -6.4 | i
COc1ccc2[nH]cc(C(=O)CN3CCCC(C)(C)C3)c2c1
    -2.1 | -3.1 | -14.6 | -2.6 | -8.7 | -1.7 | 1.0 | -3.6 | i
O=C1/C(=C/c2ccccc2)CSc2sccc21
    25.0 | -0.2 | 2.1 | -0.2 | -17.6 | -1.7 | 0.9 | 4.6 | i
CCOC(=O)c1cc(-c2ccc(N3C(c4ccsc4)=Cc4ccccc4C3CC(C)=O)cc2)cc([N+](=O)[O-])c1 (stereo not drawn)
    5.7 | 2.1 | -0.7 | / | 15.3 | -12.3 | 1.3 | 2.8 | i
CCCCOC(=O)c1ccc(OC(=O)c2cccnc2)cc1
    7.3 | 6.5 | -18.3 | -1.6 | 3.1 | 0.0 | 1.3 | -1.0 | i
O=C(C[n+]1cc(Br)cc2ccccc21)c1ccc(Br)cc1
    7.1 | -19.2 | -30.3 | -4.5 | 2.4 | -0.8 | 2.0 | -21.1 | i
COc1ccc(-c2nc3cccc(C)n3c2NCc2ccco2)cc1OC
    57.7 | 16.6 | 7.1 | 1.4 | 1.1 | -2.8 | 1.6 | -10.4 | i
CCCCCCOC(=O)Nc1ccc(S(=O)(=O)Nc2cccc([N+](=O)[O-])c2)cc1
    -4.9 | -1.6 | -6.7 | 1.7 | 28.7 | -0.5 | -0.7 | 6.4 | i
CC(=O)c1ccc(S(=O)(=O)Oc2ccc(-c3ccc(C(=O)O)cc3)cc2)cc1
    -0.5 | -0.7 | 25.5* | 1.6 | 32.2 | -0.7 | 0.4 | 5.6 | i
CN(C)C(=O)N1CCC(C(=O)N2CCCC(C(=O)c3cccc4ccccc34)C2)CC1 (stereo not drawn)
    13.9 | 2.9 | -1.3 | -9.2 | -3.0 | -1.3 | 0.4 | 2.3 | i
Cc1cccc(-c2oc3ccccc3c2C#CCCO)c1
    14.7 | 2.1 | -1.6 | 1.3 | 22.3 | -3.8 | 1.8 | -5.3 | i
COc1ccc(OCC(=O)N/N=C/c2ccsc2)cc1
    -0.4 | 6.2 | 2.1 | -3.6 | -3.3 | -5.6 | 0.7 | -2.4 | i
Clc1ccc(CSc2nnc(CNc3cccc(Cl)c3)o2)cc1
    5.1 | 3.0 | 1.6 | 0.3 | 41.0 | -11.9 | -0.8 | -4.2 | i
Cc1cccc(OCC(=O)Nc2ccc3c(c2)OCO3)c1C
    -13.8 | -4.4 | -6.1 | -0.6 | 10.3 | -1.3 | 0.7 | 3.7 | i
CC1CCN(c2ncnc3ccccc23)CC1
    -29.9 | -1.9 | 1.2 | -1.9 | -2.9 | 3.7 | 2.7 | 0.0 | i

Assay outcomes: PubChem BioAssay, several laboratories
